MT1-MMP act inh – blocks activation of human MT1-MMP. P50281. HT1080 RFP-PRO-GFP cells, GFP/RFP ratio fluorescence, overnight; percent of plate control window, DMSO zero. GFP/RFP ratio change, % at 20 µM. 0.061% of 360,000 active;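 active means GFP/RFP ratio change of at least 30% with cell ATP level not reduced by more than half and red fluorescence within 50% of control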; further: strong numbers were not always called active
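system = RFP-PRO-GFP reporter HT1080 cells | dosing = 20 µM single dose, 1% DMSO | timing = overnight cell settling, then overnight compound exposure, 37 °C, 5% CO2 | read-out basis = GFP/RFP fluorescence ratio | controls = DMSO and RFP-L50D-GFP cell wells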
MsrA inh – bovine MsrA inhibition; 0.75% of 360,000 active; purified bovine MsrA, absorbance read-out; inhibition, % at 15.5 µM; in the data active means inhibition above about 4.5%;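 further: 0% = vehicle wells with enzyme and 100% = reference inhibitor wells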
MLLE-PAM2 inh – inhibitors of microRNA-mediated deadenylation, human PABP1 MLLE binding; 0.36% of 360,000 active; GST-MLLE / FITC-PAM2 fluorescence polarization; P11940; AID 588489; inhibition, % at 20 µM; in the data active means inhibition above about 35%, passing the limit was not always enough;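 further: plate controls were DMSO wells with GST-MLLE for no effect and wells lacking GST-MLLE protein for full effect; some results filed as inactive read as strong as hits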
bovine MsrA act – activators of bovine methionine sulfoxide reductase A; purified bovine MsrA, absorbance read-out; activation, % at 10.6 µM; 0.3% of 360,000 active; AID 602163; in the data active means activation above about 7.5%;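 further: 0% = vehicle and 100% = reference activator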
Rin1-Abl PPI inh – human Rin1-Abl interaction inhibition | inhibition, % at 7.35 µM | P00519+Q13671 | 0.4% of 360,000 active | TR-FRET Rin1/Abl binding, biochemical; in the data active means inhibition above about 5%, passing the limit was not always enough
eLon inh – inhibitors of E. coli Lon protease; 0.42% of 360,000 active; inhibition, % at 7.94 µM; AID 602123; purified E. coli Lon protease, fluorescence polarization; P0A9M0; in the data active means inhibition above about 13%, passing the limit was not always enough;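 further: 0% = enzyme with probe and DMSO and 100% = no enzyme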
CSN deneddyl inh – CSN deneddylation inhibition; inhibition, % at 12.5 µM; Q92905; 0.38% of 360,000 active; Purified CSN, SCF-Nedd8-OG deneddylation, fluorescence polarization;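 active means pattern-corrected inhibition above about 35%, with an unprinted fluorescence ratio check between 0.5 and 1.5, limit read from the data, passing the limit was not always enough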;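 further: 0% = enzyme with substrate and 100% = substrate without enzyme; some results filed as inactive read as strong as hits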
Target sequence (Q92905 whole entry, looked up, one chain of several): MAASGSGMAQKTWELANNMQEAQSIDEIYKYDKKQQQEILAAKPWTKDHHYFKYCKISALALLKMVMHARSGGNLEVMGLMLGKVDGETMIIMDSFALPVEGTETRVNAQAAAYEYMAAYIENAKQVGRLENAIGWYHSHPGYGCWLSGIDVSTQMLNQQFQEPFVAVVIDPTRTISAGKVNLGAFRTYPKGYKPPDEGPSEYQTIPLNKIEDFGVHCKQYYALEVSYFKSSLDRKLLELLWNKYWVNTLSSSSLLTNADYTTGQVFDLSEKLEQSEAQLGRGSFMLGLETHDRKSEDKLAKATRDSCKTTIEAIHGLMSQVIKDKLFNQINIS
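Material: human Csn5 produced in HEK293T cells; Input: enzyme 0.24 nM; Reagent: SCFSkp2-Nedd8OG substrate at 10 nM final; Dosing: 12.5 µM compound; Incubation: 90 min reaction at room temperature; Detection: fluorescence polarization of the substrate; Evaluation: % inhibition of substrate cleavage by Csn5; Control set: substrate-only high control, full reaction low control.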
FAS TE block – blocks the thioesterase domain of human fatty acid synthase. recombinant FAS-TE, OMFH fluorogenic substrate, fluorescence endpoint. AID 602261. inhibition, % at 15 µM. 0.67% of 360,000 active. P49327;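 active means compounds whose normalised, plate-corrected inhibition of enzyme fluorescence in the single-dose primary screen is 50% or more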;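 further: 0% = DMSO with enzyme and 100% = substrate without enzyme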
Rpn11 block – inhibitors of human proteasome Rpn11. human 26S proteasome, Ub4-pepOG fluorescence polarization; 20S core pre-blocked with epoxomicin. calls only at 20 µM. 0.59% of 360,000 active. AID 588493;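 active means inhibition at 20 µM, scaled to each plate's controls, above about 33%, limit read from the data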
Target sequence (O00487 whole entry, looked up): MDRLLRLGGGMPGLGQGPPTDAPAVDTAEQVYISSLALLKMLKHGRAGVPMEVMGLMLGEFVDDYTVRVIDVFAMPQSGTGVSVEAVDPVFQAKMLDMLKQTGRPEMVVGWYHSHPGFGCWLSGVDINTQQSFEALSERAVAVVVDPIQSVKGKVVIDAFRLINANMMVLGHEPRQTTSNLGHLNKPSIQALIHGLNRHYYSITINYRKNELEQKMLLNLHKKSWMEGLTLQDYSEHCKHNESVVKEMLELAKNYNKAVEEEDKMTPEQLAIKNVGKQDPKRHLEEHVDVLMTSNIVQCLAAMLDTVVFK
Active calls of the source: *. Random draw from the library; overall some 3.7% were active at least once.

`COc1ccc(OCc2nnc(SCC(=O)Nc3cccc(Cl)c3)o2)cc1` gave MT1-MMP act inh 1, MsrA inh -0.1, MLLE-PAM2 inh -16, bovine MsrA act -6, Rin1-Abl PPI inh 4, eLon inh -5, CSN deneddyl inh 0, FAS TE block 8 and Rpn11 block inactive.
For Cc1ccc(NC(=O)COC(=O)C2=NNC(=O)CC2)c(Br)c1 the results were MT1-MMP act inh 7, MsrA inh -0.3, MLLE-PAM2 inh 9, bovine MsrA act -10, Rin1-Abl PPI inh -3, eLon inh 4, CSN deneddyl inh -2, FAS TE block -4 and Rpn11 block inactive.
O=C(OCc1ccccc1)/C(=C/c1ccccc1Cl)NC(=O)c1ccco1 was read as MT1-MMP act inh -3, MsrA inh 0.3, MLLE-PAM2 inh 4, bovine MsrA act -4, Rin1-Abl PPI inh -1, eLon inh -8, CSN deneddyl inh -1, FAS TE block 15 and Rpn11 block inactive.
`CCOC(=O)c1ccc(-n2c(N)c(C(=O)NCC3CCCO3)sc2=S)cc1` (stereo not given) gave MT1-MMP act inh 2, MsrA inh 2.0, MLLE-PAM2 inh 19, bovine MsrA act -3, Rin1-Abl PPI inh 3, eLon inh -7, CSN deneddyl inh -3, FAS TE block -26 and Rpn11 block inactive.
For CC(NC(=O)C(=O)N/N=C/c1ccccc1)c1ccccc1 (stereo not given) the results were MT1-MMP act inh 0, MsrA inh 1.5, MLLE-PAM2 inh 4, bovine MsrA act 0, Rin1-Abl PPI inh 3, eLon inh -11, CSN deneddyl inh 5, FAS TE block -7 and Rpn11 block inactive.
OC(CNCCc1ccc(C(F)(F)F)cc1)COC(c1ccccc1)c1ccccc1 (stereo not given) was read as MT1-MMP act inh 1, MsrA inh -2.2, MLLE-PAM2 inh 3, bovine MsrA act -7, Rin1-Abl PPI inh 3, eLon inh 4, CSN deneddyl inh -3, FAS TE block -8 and Rpn11 block inactive.
For CC(=O)N1CCc2cc(S(=O)(=O)NC(C(=O)Nc3ccc4c(c3)OCCO4)C(C)C)ccc21 (stereo not given) the results were MT1-MMP act inh 4, MsrA inh 1.2, MLLE-PAM2 inh -11, bovine MsrA act -12, Rin1-Abl PPI inh 0, eLon inh -11, CSN deneddyl inh -2, FAS TE block -13 and Rpn11 block inactive.
c1ccc2sc(-n3cc(C4CCCCC4)nn3)nc2c1 was read as MT1-MMP act inh 5, MsrA inh -0.6, bovine MsrA act -2, eLon inh -8, CSN deneddyl inh -3 and FAS TE block 17.
Cc1ccc(CN(C)C(=O)c2ccccc2NC(=O)c2ccccc2)o1 was read as MT1-MMP act inh 0, MsrA inh 1.0, MLLE-PAM2 inh 13, bovine MsrA act -9, Rin1-Abl PPI inh -1, eLon inh -13, CSN deneddyl inh -6, FAS TE block 5 and Rpn11 block inactive.
Screening CCC(C)[C@H](NC(=O)NCc1ccccc1Cl)C(=O)OC (stereo not given in full) returned MT1-MMP act inh -2, MsrA inh -0.9, MLLE-PAM2 inh -10, bovine MsrA act -5, Rin1-Abl PPI inh -2, eLon inh -4, CSN deneddyl inh 0, FAS TE block -1 and Rpn11 block inactive.
For COc1cccc(CNc2ccc(F)c(Cl)c2)c1 the results were MT1-MMP act inh 2, MsrA inh 0.8, MLLE-PAM2 inh 3, bovine MsrA act 0, Rin1-Abl PPI inh -1, eLon inh -13, CSN deneddyl inh 2, FAS TE block 22 and Rpn11 block inactive.
For Cc1cc(N=CC2=C(O)CC(C)(C)CC2=O)no1 the results were MT1-MMP act inh 2, MsrA inh -0.4, MLLE-PAM2 inh -3, bovine MsrA act 1, Rin1-Abl PPI inh -4, eLon inh 3, CSN deneddyl inh 0, FAS TE block -5 and Rpn11 block inactive.
Screening C=CCn1c(COc2cccc3ccc(C)nc23)nnc1SCC(N)=O returned MT1-MMP act inh 2, MsrA inh 0.2, MLLE-PAM2 inh -39, bovine MsrA act -11, Rin1-Abl PPI inh 3, eLon inh 6, CSN deneddyl inh -1, FAS TE block -11 and Rpn11 block inactive.
Screening CC/C(=N/NC(=O)CCC(=O)Nc1ccccc1OC)c1ccccc1 returned MT1-MMP act inh 0, MsrA inh -0.5, MLLE-PAM2 inh -3, bovine MsrA act -7, Rin1-Abl PPI inh 2, eLon inh 8, CSN deneddyl inh -4, FAS TE block -8 and Rpn11 block inactive.
Screening O=C(NNC(=O)c1ccc(Br)s1)c1ccc(F)c(S(=O)(=O)N2CCOCC2)c1 returned MT1-MMP act inh 3, MsrA inh 2.1, MLLE-PAM2 inh -6, bovine MsrA act -8, Rin1-Abl PPI inh 5, eLon inh -2, CSN deneddyl inh 4, FAS TE block -2 and Rpn11 block inactive.
Screening CCN(CCCNC(=O)Cn1ncc2c([nH]c3ccc(C)cc32)c1=O)c1ccccc1 returned MT1-MMP act inh 1, MsrA inh 0.0, MLLE-PAM2 inh -4, bovine MsrA act 2, Rin1-Abl PPI inh -3, eLon inh -4, CSN deneddyl inh 2, FAS TE block -11 and Rpn11 block inactive.
Screening COC(=O)c1[nH]c2ccccc2c1NC(=O)C(C)N1CCN(C(=O)c2ccco2)CC1 (stereo not given) returned MT1-MMP act inh 1, MsrA inh -0.3, MLLE-PAM2 inh -14, bovine MsrA act -3, Rin1-Abl PPI inh -2, eLon inh -8, CSN deneddyl inh -6, FAS TE block -7 and Rpn11 block inactive.
`CC(=O)Oc1ccc(/C=N/NC(=S)Nc2ccccc2)cc1` gave MT1-MMP act inh 8, MsrA inh 1.8, MLLE-PAM2 inh 39, bovine MsrA act -1, Rin1-Abl PPI inh -2, eLon inh 1, CSN deneddyl inh 1, FAS TE block 7 and Rpn11 block inactive.
For Cc1cccc(C(=O)OCc2cnc(Cl)s2)c1 the results were MT1-MMP act inh 4, MsrA inh 1.0, MLLE-PAM2 inh 8, bovine MsrA act -2, Rin1-Abl PPI inh -1, eLon inh -3, CSN deneddyl inh -1, FAS TE block 4 and Rpn11 block inactive.
For Cc1cc(Br)ccc1NC(=O)C1CCN(C(=O)c2ccco2)CC1 the results were MT1-MMP act inh 1, MsrA inh -0.9, MLLE-PAM2 inh 12, bovine MsrA act -12, Rin1-Abl PPI inh 2, eLon inh -8, CSN deneddyl inh 3, FAS TE block -5 and Rpn11 block inactive.

Reprinted from the part before: 3 entries; new compounds follow.
`CC(=O)Oc1ccc(/C=N/NC(=S)Nc2ccccc2)cc1` gave MT1-MMP act inh 8, MsrA inh 1.8, MLLE-PAM2 inh 39, bovine MsrA act -1, Rin1-Abl PPI inh -2, eLon inh 1, CSN deneddyl inh 1, FAS TE block 7 and Rpn11 block inactive.
For Cc1cccc(C(=O)OCc2cnc(Cl)s2)c1 the results were MT1-MMP act inh 4, MsrA inh 1.0, MLLE-PAM2 inh 8, bovine MsrA act -2, Rin1-Abl PPI inh -1, eLon inh -3, CSN deneddyl inh -1, FAS TE block 4 and Rpn11 block inactive.
For Cc1cc(Br)ccc1NC(=O)C1CCN(C(=O)c2ccco2)CC1 the results were MT1-MMP act inh 1, MsrA inh -0.9, MLLE-PAM2 inh 12, bovine MsrA act -12, Rin1-Abl PPI inh 2, eLon inh -8, CSN deneddyl inh 3, FAS TE block -5 and Rpn11 block inactive.
COc1cccc(C(=O)OCC(=O)c2ccc(Br)s2)c1 was read as MT1-MMP act inh -2, MsrA inh -0.4, MLLE-PAM2 inh -5, bovine MsrA act -2, Rin1-Abl PPI inh -2, eLon inh -8, CSN deneddyl inh 0, FAS TE block 22 and Rpn11 block inactive.
`NC(=O)C1CC(=O)N(c2ccc(OCc3ccc(Cl)c(Cl)c3)cc2)C1` (stereo not given) gave MT1-MMP act inh 5, MsrA inh -0.3, MLLE-PAM2 inh 11, bovine MsrA act -2, Rin1-Abl PPI inh -4, eLon inh 1, CSN deneddyl inh 1, FAS TE block 9 and Rpn11 block inactive.
For CCOC(=O)C1(C)CCCN1C(=O)c1ccccc1F (stereo not given) the results were MT1-MMP act inh 2, MsrA inh -0.3, MLLE-PAM2 inh 8, bovine MsrA act -7, Rin1-Abl PPI inh 1, eLon inh 1, CSN deneddyl inh -2, FAS TE block -11 and Rpn11 block inactive.
For CC(C)C[C@H]1CN([C@@H](CC(C)C)CN2CCC[C@H]2CN2C(=O)C(=O)NC[C@@H]2Cc2ccc(O)cc2)C(=O)C(=O)N1CCc1ccccc1 the results were MT1-MMP act inh 0, MsrA inh 1.8, bovine MsrA act -4, eLon inh 4, CSN deneddyl inh -3 and FAS TE block -5.
`Cn1cc(CN2CCC(N3CCNC(=O)CC3)CC2)c(-c2ccccc2F)n1` gave MT1-MMP act inh 1, MsrA inh 1.2, MLLE-PAM2 inh 13, bovine MsrA act -6, Rin1-Abl PPI inh -4, eLon inh 0, CSN deneddyl inh 5, FAS TE block -3 and Rpn11 block inactive.
O=C(Oc1ccc(-n2cnnn2)cc1)c1ccco1 was read as MT1-MMP act inh 5, MsrA inh 1.1, MLLE-PAM2 inh -9, bovine MsrA act -6, Rin1-Abl PPI inh 1, eLon inh 1, CSN deneddyl inh 1, FAS TE block 4 and Rpn11 block inactive.
For CCOc1ccc(CNC(=O)CCc2cn(Cc3ccccc3)c3ccccc23)cc1 the results were MT1-MMP act inh -1, MsrA inh -0.4, MLLE-PAM2 inh -4, bovine MsrA act 1, Rin1-Abl PPI inh 0, eLon inh -10, CSN deneddyl inh 0, FAS TE block -2 and Rpn11 block inactive.
COc1cc(C2NC(=S)NC3=C2C(=O)CCC3)ccc1O (stereo not given) was read as MT1-MMP act inh 0, MsrA inh 2.0, MLLE-PAM2 inh -123, bovine MsrA act -2, Rin1-Abl PPI inh 2, eLon inh -1, CSN deneddyl inh 2, FAS TE block -4 and Rpn11 block inactive.
Cc1nn(-c2ccccc2)c2c1CC(=O)Nc1ccccc1-2 was read as MT1-MMP act inh 24, MsrA inh 0.8, MLLE-PAM2 inh 0, bovine MsrA act 2, Rin1-Abl PPI inh -1, eLon inh 8, CSN deneddyl inh 1, FAS TE block -1 and Rpn11 block inactive.
`Cn1c(=O)c2cc(S(=O)(=O)Nc3cc(C(=O)O)cc(C(=O)O)c3)ccc2n(C)c1=O` gave MT1-MMP act inh 1, MsrA inh 1.7, MLLE-PAM2 inh 9, bovine MsrA act -2, Rin1-Abl PPI inh -1, eLon inh -4, CSN deneddyl inh 2, FAS TE block -12 and Rpn11 block inactive.
O=C(CNC(=O)c1ccccc1)NCC(=O)OCC(=O)c1ccccc1 was read as MT1-MMP act inh 0, MsrA inh -2.0, MLLE-PAM2 inh -7, bovine MsrA act -3, Rin1-Abl PPI inh -1, eLon inh 1, CSN deneddyl inh -3, FAS TE block -5 and Rpn11 block inactive.
O=C(COC(=O)c1ccccn1)Nc1cccc2ccccc12 was read as MT1-MMP act inh 3, MsrA inh -0.7, MLLE-PAM2 inh -3, bovine MsrA act -7, Rin1-Abl PPI inh 0, eLon inh 1, CSN deneddyl inh -3, FAS TE block -3 and Rpn11 block inactive.
